POLI inh: DNA polymerase iota (human) inhibition. Q9UNA4. Pol iota fluorescent replication assay, 10 min. Potency, µM (titrated, usually from 115 µM), for inactives: at the highest dose activity, negative = inhibition, usual class: inhibitors. hit rate 1% among 390,000. AID 588590
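Pol iota at 10 nM preincubated 15 min with compounds at room temperature; reaction started with fluorescent substrate, 50 nM final. Fluorescence read kinetically at 0 and 10 min; buffer-only wells as negative control.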
JMJD2A Tudor inh: blocks the human JMJD2A Tudor domain; O75164; AlphaScreen JMJD2A-Tudor / H3K4me3 peptide binding; Potency, µM (top dose mostly 114 µM), inactives show top-dose activity change, negative = inhibition, actives largely listed as inhibitors; hit rate 4.4% among 390,000; also: % is scaled to controls: 0 for no effect and ±100 for the full control effect; nearly all actives have a fitted effect of over 50% in size
Pol kappa inh: blocks human DNA polymerase kappa activity; purified Pol kappa, fluorescent DNA synthesis assay, 10 min; hit rate 0.53% among 400,000; Q9UBT6; Potency, µM (highest dose often 107 µM), without a hit: top-dose activity, negative = inhibition, most hits filed as inhibitors; also: % is scaled to controls: 0 for no effect and ±100 for the full control effect
Target sequence (Q9UBT6 whole entry, looked up): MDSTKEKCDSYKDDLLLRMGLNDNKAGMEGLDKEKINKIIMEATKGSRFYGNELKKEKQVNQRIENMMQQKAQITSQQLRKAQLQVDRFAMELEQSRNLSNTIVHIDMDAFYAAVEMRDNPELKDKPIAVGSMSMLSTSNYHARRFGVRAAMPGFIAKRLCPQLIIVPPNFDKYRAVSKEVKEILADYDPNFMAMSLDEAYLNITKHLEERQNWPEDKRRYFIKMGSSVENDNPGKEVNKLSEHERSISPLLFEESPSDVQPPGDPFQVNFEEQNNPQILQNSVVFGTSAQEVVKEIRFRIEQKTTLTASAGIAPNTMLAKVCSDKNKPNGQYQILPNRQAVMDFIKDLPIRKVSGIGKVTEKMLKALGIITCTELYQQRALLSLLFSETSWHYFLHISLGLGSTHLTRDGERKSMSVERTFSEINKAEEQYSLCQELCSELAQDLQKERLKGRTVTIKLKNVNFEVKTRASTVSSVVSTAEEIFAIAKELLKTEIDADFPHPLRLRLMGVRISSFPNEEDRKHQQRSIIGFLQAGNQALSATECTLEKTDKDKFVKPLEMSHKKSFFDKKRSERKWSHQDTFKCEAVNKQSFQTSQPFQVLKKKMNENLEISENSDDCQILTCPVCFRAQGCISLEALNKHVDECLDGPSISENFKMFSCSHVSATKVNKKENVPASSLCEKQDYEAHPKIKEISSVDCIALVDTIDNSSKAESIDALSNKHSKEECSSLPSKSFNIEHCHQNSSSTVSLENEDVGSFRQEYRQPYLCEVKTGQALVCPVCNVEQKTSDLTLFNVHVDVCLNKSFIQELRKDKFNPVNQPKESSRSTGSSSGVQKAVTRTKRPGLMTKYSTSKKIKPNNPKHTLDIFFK
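Enzyme at 10 nM met test compounds for 15 min at room temperature. Substrate addition (50 nM final) began the reaction, which was monitored by fluorescence at 0 and 10 min.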
BLM inh: blocks DNA unwinding by human BLM helicase. Potency, µM (titrated, usually from 56.1 µM), inactives show at the top dose activity change, negative = inhibition, usual class: inhibitors. P54132. recombinant BLM DNA unwinding, fluorescence dequenching. hit rate 0.2% among 350,000. AID 2528;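 also: plate controls were vehicle for no effect and no enzyme for full effect; nearly all actives have a fitted effect of over 35% in size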
APEX1 inh: inhibitors of human APE1 endonuclease | P27695 | recombinant APE1, TAMRA/BHQ-2 abasic DNA cleavage fluorescence | Potency, µM (top dose mostly 65.8 µM), inactives show at the highest dose activity change, negative = inhibition, actives largely listed as inhibitors | hit rate 0.35% among 350,000;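 also: plate controls were vehicle for no effect and reference inhibitor for full effect; nearly all actives have a fitted effect of over 55% in size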
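APE1 at 0.75 nM final was preincubated with compound 15 min at room temperature, then 50 nM double-stranded THF abasic-site substrate (5'-TAMRA/3'-BHQ-2) was added. Fluorescence (ex 525/em 598 nm) was read kinetically; third-minus-first read gave activity.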
Starred values were filed as active, the others as inactive; ? = inconclusive; / = no result given; & = joins results of further samples; [ ] = dose if it differs, or a comment. Calls follow the shape of the dose curve; as a rule, active = well fitted curve in the direction sought with a large enough effect; inconclusive = small, poorly fitted or top-dose-only effect, or another doubt; inactive = no such curve, though single readings can be large; an effect the other way counts as inactive or inconclusive. Potency is read from the fitted curve at half-maximal effect. This is a subset; rates above refer to the full screens.

Molecule,POLI inh,JMJD2A Tudor inh,Pol kappa inh,BLM inh,APEX1 inh
O=C(Nc1cccnc1Cl)c1cnn2c1NC(=C1CC1)C=C2C(F)F,-3%,/,-7%,/,/
CCN(CC)c1ccc(/C=C/c2ccccn2)cc1,?,/,-22%,/,/
O=C([C@@H]1CC=C[C@@H]2CCN(C3CCCCC3)C(=O)[C@@H]21)N1CCOCC1,-3%,/,-8%,/,/
O=C(C[N+]12CN3CN(CN(C3)C1)C2)c1ccc(Br)cc1,-7%,/,-17%,/,/
COc1ccc2c(c1)C=C/C2=C/c1ccc(N(C)C)cc1,27%,/,-17%,/,/
Cc1cc(C)cc(C(=O)C[n+]2cccc(Br)c2)c1,-5%,/,-1%,/,/
Clc1ccc2c(ccc[n+]2CCc2ccccc2)c1,23%,/,5%,/,/
COc1ccc(C(=O)NC(c2ccc(OC)c(OC)c2)c2cc(Cl)c3cccnc3c2O)cc1 (stereo not drawn),14%,/,9%,/,/
Cc1cc[n+](C2CCCCC2)cc1,41%[activator],/,5%,/,/
CN(C)c1ccc(/C=C2/CCc3ccccc32)cc1,9%,/,-13%,/,/
COc1ccccc1CN(C)CC(=O)c1c(C)[nH]c2ccccc12,47%[activator],/,7%,/,/
C(=Nc1ccc(/C=C/c2ccnc3ccccc23)cc1)c1cc2c3c(c1)CCCN3CCC2,?,/,?,/,/

Next part
Molecule,POLI inh,JMJD2A Tudor inh,Pol kappa inh,BLM inh,APEX1 inh
C[N+]1(CC(=O)c2ccccc2)CCc2ccccc2C1 (stereo not drawn),-14%,/,-4%,/,/
Cc1ccc2ncc(C)c(C)c2c1,17%,/,7%,/,/
COc1cc2nc(CCc3nc4cc(OC)c(OC)cc4[nH]3)[nH]c2cc1OC,2.5µM*,/,3.2µM*,/,/
CCOC(=O)CCCC(=O)N1CCN(/[N+]([O-])=N/Oc2ccc([N+](=O)[O-])cc2[N+](=O)[O-])CC1,?,/,5%,/,/
O=C(C[n+]1ccccc1Br)c1ccc(F)cc1,15%,/,8%,/,/
Cc1cc(Oc2ccccc2)nc(C#N)n1,?,/,-4%,/,/
CC/C(=C/c1ccccc1OC)c1cc(-c2ccccc2)cc2oc3ccccc3c12,12%,/,-16%,/,/
Cc1cc(/C=C/c2ccnc3ccccc23)ccc1N(C)C,-5%,/,-5%,/,/
Cc1cc[n+](C2CCCCC2)c2ccccc12,-2%,/,-12%,/,/
CN(C)c1ccc(Cn2ccc3ccccc32)cc1,-7%,/,1%,/,/
Oc1cc2cc(-c3csc(-c4ccc(F)cc4)n3)cc3c2n1CCC3,28%,/,-9%,/,/
CCN(CC)CCN(C)c1ccc(/C=C/c2ccnc3ccccc23)cc1,-11%,/,-3%,/,/

Next part.
Molecule,POLI inh,JMJD2A Tudor inh,Pol kappa inh,BLM inh,APEX1 inh
C=C1C=C(C)n2ncc(C(=O)Nc3ccc(F)cc3F)c2N1,15%,/,-4%,/,/
C[C@@H]1[C@H](c2ccccc2)OCCS(=O)(=O)N1Cc1ccc(F)cc1,3%,/,-10%,/,/
Cc1cc(/C=C/c2c(C)cnc3ccccc23)ccc1N(C)C,?,/,-12%,/,/
COc1ccc(CCC(=O)O)cc1,10%,/,0%,/,/
CN(C)c1ccc(N=Cc2ccnc3ccccc23)cc1,?,/,2%,/,/
O=C(C[n+]1ccncc1)c1cccc2ccccc12,-3%,/,-14%,/,/
CC(C)(C)c1ccc(O)c(N=Cc2cccc([N+](=O)[O-])c2)c1,10%,/,16%,/,/
O=C(O)CCc1cccc2ccccc12,34%[activator],/,9%,/,/
Cc1cc(C(Br)(Br)Br)nc2ccccc12,?,/,-16%,/,/
COc1cc(/C=C/c2cc[n+](C)c3ccccc23)cc(OC)c1OC,28%,/,-18%,/,/
CCCCCCCCCCCCOC(=O)N1CCN(/[N+]([O-])=N/Oc2ccc([N+](=O)[O-])cc2[N+](C)=O)CC1,35%,/,3%,/,/
Cc1cccc2c(=O)[nH]c3c(-c4nc(-c5ccc(Cl)cc5)cs4)c(O)cn3c12,?,/,-15%,/,/

(cont.)
Molecule,POLI inh,JMJD2A Tudor inh,Pol kappa inh,BLM inh,APEX1 inh
COc1ccc(CCn2c(=S)[nH]c(=O)c3cccnc32)cc1OC,12%,/,10%,/,/
CC(C)(C)n1ncc2c(=O)n(Cc3ccccc3F)cnc21,14%,/,9%,/,-8%
CC(C)(C)c1ccc(Cn2cnc3c(cnn3C(C)(C)C)c2=O)cc1,-16%,/,6%,/,-7%
CC(C)(C)n1ncc2c(=O)n(Cc3c(Cl)cccc3Cl)cnc21,5%,/,8%,/,-1%
COc1cccc(Cn2cnc3c(cnn3C(C)(C)C)c2=O)c1,-18%,/,-9%,/,-6%
CC(C)(C)n1ncc2c(=O)n(Cc3cccc(C(F)(F)F)c3)cnc21,-20%,/,-15%,/,-4%
Cc1cccc(Cn2cnc3c(cnn3C(C)(C)C)c2=O)c1,6%,/,12%,/,-4%
CC(C)(C)n1ncc2c(=O)n(Cc3ccccc3C#N)cnc21,20%,/,-23%,/,0%
Cc1ccc(Cn2cnc3c(cnn3C(C)(C)C)c2=O)cc1F,27%,/,-7%,/,-3%
CN[C@H](C)CCC=C(C)C,5%,/,-4%[19.4 µM],1%,/
O=C(Nc1nc(-c2cccs2)cs1)C1CC(=O)N(c2ccc3c(c2)OCCO3)C1 (stereo not drawn),-22%,-18%,-10%,/,/
COc1ccc(-c2nc3ccc(NC(=O)CO)cc3c(=O)n2Cc2cccc(Cl)c2)cc1COc1ccc(NC(C)=O)cc1,26%,56µM*,-6%,/,/

Brought forward from above: four compounds, followed by the next part.
Molecule,POLI inh,JMJD2A Tudor inh,Pol kappa inh,BLM inh,APEX1 inh
Cc1ccc(Cn2cnc3c(cnn3C(C)(C)C)c2=O)cc1F,27%,/,-7%,/,-3%
CN[C@H](C)CCC=C(C)C,5%,/,-4%[19.4 µM],1%,/
O=C(Nc1nc(-c2cccs2)cs1)C1CC(=O)N(c2ccc3c(c2)OCCO3)C1 (stereo not drawn),-22%,-18%,-10%,/,/
COc1ccc(-c2nc3ccc(NC(=O)CO)cc3c(=O)n2Cc2cccc(Cl)c2)cc1COc1ccc(NC(C)=O)cc1,26%,56µM*,-6%,/,/
CCc1nnc(NC(=O)c2ccccc2NC(=O)C2CCN(C(=O)c3ccco3)CC2)s1,?,-17%,?,/,/
NCCCNC(=S)NCCCN(Cc1ccc(Cl)cc1)c1ccc(Br)cn1,-9%,?,13%,/,/
COc1ccc(-c2nc3ccc(NC(C)=O)cc3c(=O)n2Cc2cccc(Cl)c2)cc1COc1ccc(NC(C)=O)cc1,?,79µM*,?,/,/
O=S(=O)(c1ccc(F)cc1)N1CCN(c2nc(-c3cccc(Br)c3)nc3ccccc23)CC1,-5%,-15%,2%,/,/
Cc1ccc2nc(-c3cccs3)c(Nc3ccccc3)n2c1,28%,-1%,8%,/,/
COc1ccc(N2CCN(C(c3ccccc3)c3nnnn3Cc3ccccc3)CC2)cc1 (stereo not drawn),4%,?,-5%,/,/
COc1ccc(N2CCN(C(c3ccccc3)c3nnnn3C(C)C)CC2)cc1 (stereo not drawn),29%,?,-2%,/,/
Cc1ccc(F)cc1NC(=O)COC(=O)c1ccc(S(C)(=O)=O)c([N+](=O)[O-])c1,4%,-13%,-2%,/,/
Cc1ccc(OCCNC(=O)CNC(=O)Cc2cccc3ccccc23)cc1,-5%,-2%[57.1 µM],0%,/,/
O=S(=O)(c1ccccc1Br)N1CCN(c2nc(-c3cccs3)nc3ccccc23)CC1,-21%,-24%,12%,/,/
O=C(Nc1cccc2cccnc12)OCc1ccccc1,63%[activator],-27%,-28%,/,/
CCCCN(CCCN)c1ccc(Br)cn1,22%,-21%,-8%,/,/

Reprinted from the part before: 4 compounds, followed by the next part.
Molecule,POLI inh,JMJD2A Tudor inh,Pol kappa inh,BLM inh,APEX1 inh
Cc1ccc(OCCNC(=O)CNC(=O)Cc2cccc3ccccc23)cc1,-5%,-2%[57.1 µM],0%,/,/
O=S(=O)(c1ccccc1Br)N1CCN(c2nc(-c3cccs3)nc3ccccc23)CC1,-21%,-24%,12%,/,/
O=C(Nc1cccc2cccnc12)OCc1ccccc1,63%[activator],-27%,-28%,/,/
CCCCN(CCCN)c1ccc(Br)cn1,22%,-21%,-8%,/,/
COc1cc(NC(=O)CSc2nnc3c4ccccc4n(C)c3n2)cc(OC)c1OC,-4%,-16%,-16%,/,/
O=C1c2ccccc2NC(c2ccc3c(c2)OCO3)N1Cc1ccco1 (stereo not drawn),-3%,-13%[57.1 µM],-6%,/,/
CC1(C)OC(=O)C2(Cc3ccc(Cl)cc3N3CCCCC32)C(=O)O1 (stereo not drawn),19%,-9%[57.1 µM],-13%,/,/
CCCN1CNc2c(c(=O)[nH]c(=S)n2CCc2ccccn2)C1,15%,-3%,6%,/,/
COc1cc(C2Nc3ccccc3C(=O)N2Cc2ccco2)ccc1O (stereo not drawn),25%,-8%[57.1 µM],-4%,/,/
CC(=O)NCCCN(Cc1ccc(Cl)c(Cl)c1)c1ccc(Br)cn1,-1%,-17%,-9%,/,/
CCNc1nc(C#N)nc(N2CCCCC2)n1,3%,1%[57.1 µM],1%,/,/
O=C(NNc1ccc(F)cc1F)c1cccs1,12%,-14%,-4%,/,/
CC1(C)CC(=O)C2=C(C1)NC(Nc1nc3ccccc3o1)=NC2c1ccccc1 (stereo not drawn),14%,-2%[57.1 µM],0%,/,/
Cc1ccc(S(=O)(=O)N2CCN(c3nc(-c4ccc(CN5CCNCC5)s4)nc4ccccc34)CC2)cc1,-14%,?,-7%,/,/
Cc1ccc(NNC(=O)c2sccc2Cl)c(C)c1,?,?,-16%,/,/
CCCCNC(=O)Cn1c(SCc2cccc(Cl)c2)nc2ccncc21,25%,-2%[57.1 µM],-11%,/,/

Going on with the list:
Molecule,POLI inh,JMJD2A Tudor inh,Pol kappa inh,BLM inh,APEX1 inh
O=S(=O)(c1cccc(Cl)c1)N1CCN(c2nc(-c3ccccc3)nc3ccccc23)CC1,-14%,-9%,3%,/,/
COc1cc(OC)c(-c2nn3c(-c4n[nH]c5c4CCC5)nnc3s2)cc1OC,-16%&40%,-22%&-15%[57.1 µM],-9%&-12%,/,/
Nc1nc(NCc2ccc(Cl)cc2)c2[nH]cnc2n1,27%,-27%,-1%,/,/
COC(=O)C(=O)Nc1cccc2cccnc12,6%,4%,-18%,/,/
Nc1nc(NCc2cccc(Cl)c2)c2[nH]cnc2n1,9%&-2%,-23%,-2%&2%,/,/
Cc1ccc2nc(-c3ccc(C)o3)c(Nc3ccc4c(c3)OCO4)n2c1,33%[activator],-26%,-6%,/,/
COC1=C2C[C@H](C)C[C@H](OC)[C@@H](O)[C@@H](C)C=C(C)[C@H](OC(N)=O)[C@@H](OC)C=CC=C(C)C(=O)NC(=CC1=O)C2=O,-5%,?,-6%,/,/
S=C(NCCCN(Cc1ccc(Cl)cc1)c1ccc(-c2ccccc2)cn1)NCCCN(Cc1ccc(Cl)cc1)c1ccc(-c2ccccc2)cn1,?,?,-5%,/,/
Oc1ccccc1C1C=C(c2ccc3c(c2)OCO3)NC(c2ccc(Br)cc2)N1 (stereo not drawn),?,-17%[57.1 µM],-7%,/,/
COc1ccc(CN(Cc2ccccc2)C(C)=O)cc1COc1ccc(NC(C)=O)cc1,0%,-18%,2%,/,/
O=S(=O)(c1cccs1)N1CCN(c2nc(-c3cccs3)nc3ccccc23)CC1,-4%,-12%,17%,/,/
Cc1ccc(CNc2ncnc3nc[nH]c23)cc1,16%,-11%,16%,/,/
Cn1c2c(c3cnc4cc(Cl)ccc4c31)CN(Cc1ccc(Cl)cc1)CC2,101%[activator],-15%[57.1 µM],-36%,/,/

High-throughput results as filed in PubChem BioAssay.
